# SUMO1-SIM PPI: alters human SUMO1 binding to SIM partners | SUMO1 binding to a labelled peptide, TR-FRET, 1 h | inhibition, % at 20 µM | 0.33% of 360,000 active; in the data active = inhibition above about 37%
# NRP1-CendR mod: NRP-1/CendR interaction modulation; O14786; FAM-RPARPAR peptide binding to NRP-1, fluorescence polarization; 0.85% of 360,000 active; inhibition, % at 25 µM; AID 602438;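 active = inhibition or corrected inhibition above about 18%, plus a signal ratio from 0.5 to 1.5, limit read from the data, passing the limit was not always enough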; note: strong numbers were not always called active
# Target sequence (O14786 whole entry, looked up): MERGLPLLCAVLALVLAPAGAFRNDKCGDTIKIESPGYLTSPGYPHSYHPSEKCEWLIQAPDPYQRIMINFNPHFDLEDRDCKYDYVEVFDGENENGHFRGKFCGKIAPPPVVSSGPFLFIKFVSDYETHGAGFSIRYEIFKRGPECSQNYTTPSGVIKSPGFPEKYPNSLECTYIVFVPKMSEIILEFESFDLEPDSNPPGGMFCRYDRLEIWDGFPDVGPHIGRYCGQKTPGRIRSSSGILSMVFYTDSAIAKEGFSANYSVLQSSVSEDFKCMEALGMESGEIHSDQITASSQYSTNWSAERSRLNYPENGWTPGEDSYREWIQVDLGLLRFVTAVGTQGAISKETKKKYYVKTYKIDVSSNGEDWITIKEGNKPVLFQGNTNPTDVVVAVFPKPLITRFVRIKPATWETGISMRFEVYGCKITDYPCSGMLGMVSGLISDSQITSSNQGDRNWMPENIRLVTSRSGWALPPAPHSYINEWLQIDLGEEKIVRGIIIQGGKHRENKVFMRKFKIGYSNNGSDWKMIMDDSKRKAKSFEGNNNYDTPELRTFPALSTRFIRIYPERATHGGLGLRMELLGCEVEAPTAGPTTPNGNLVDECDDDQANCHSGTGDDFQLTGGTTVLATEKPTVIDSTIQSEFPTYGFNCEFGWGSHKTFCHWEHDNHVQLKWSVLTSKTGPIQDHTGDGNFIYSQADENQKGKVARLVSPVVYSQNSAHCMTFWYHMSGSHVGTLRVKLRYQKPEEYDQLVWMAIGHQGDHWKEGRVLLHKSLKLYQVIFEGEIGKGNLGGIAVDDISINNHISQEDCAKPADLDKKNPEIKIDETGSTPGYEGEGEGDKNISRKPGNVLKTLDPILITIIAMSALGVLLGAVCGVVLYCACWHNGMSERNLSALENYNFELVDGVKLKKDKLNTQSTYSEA
# E coli Lon inh: E. coli protease La inhibition | P0A9M0 | purified E. coli Lon protease, fluorescence polarization | inhibition, % at 7.94 µM | 0.42% of 360,000 active; in the data active = inhibition above about 13%, passing the limit was not always enough;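 note: 0% = enzyme with probe and DMSO and 100% = no enzyme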
# Scp1 inh: Scp-1 (human) phosphatase inhibition. Q9GZU7. Recombinant Scp1, phosphopeptide, malachite green phosphate absorbance. inhibition, % at 20 µM. 0.88% of 340,000 active. AID 493091;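 active = inhibition above about 50% at 20 µM, limit read from the data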;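 note: plate controls were DMSO wells with enzyme for no effect and wells lacking enzyme for full effect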
#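 Assay system: SCP-1 catalytic fragment, aa 76-261 | Buffer or medium: Tris acetate buffer pH 5.5 with MgCl2 and Tween-20 | Compound: One concentration, 20 µM, with 1.0% DMSO | Also added: Phospho 17-mer peptide substrate | Signal: Absorbance at 630 nm | Incubation: 45 min enzyme reaction at room temperature | Measure: % inhibition of SCP-1 phosphate liberation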
# STEP block: inhibitors of human striatal-enriched phosphatase STEP; P54829; recombinant STEP, OMFP fluorogenic substrate, fluorescence; inhibition, % at 20 µM; 0.25% of 360,000 active;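 active = inhibition at 20 µM, scaled per plate between control wells, above about 37%, limit read from the data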;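 note: 0% = DMSO with enzyme and substrate and 100% = substrate only without enzyme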
#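 medium = Bis-Tris buffer pH 6.0, 2.5 mM DTT, 0.005% Tween 20 | test system = STEP (striatal-enriched tyrosine phosphatase) enzyme, cell-free | measure = normalized % inhibition | compound dosing = 20 µM, 1% DMSO | also added = 25 µM OMFP | schedule = reaction 20 min, ambient temperature | measured by = fluorescence read at 480 nm ex / 540 nm em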
# Tb MetRS inh: blocks T. brucei methionyl-tRNA synthetase activity | purified T. brucei MetRS, ATP depletion, Kinase-Glo luminescence | inhibition, % at 11.9 µM | 0.4% of 360,000 active;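 active = inhibition above a per-plate cutoff of the control wells' mean inhibition plus 3 SD, cut at about 5.5% in these data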;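 note: 0% = DMSO wells median and 100% = median of wells with control inhibitor compound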
#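 Measured by: Kinase-Glo luciferase luminescence reporting remaining unconsumed ATP. Material: purified T. brucei MetRS enzyme. Doses: 11.9 µM compound single dose, 0.9% DMSO. Medium: HEPES buffer containing pyrophosphatase, BSA, spermine, DTT. Times: 15 min preincubation, 2 h reaction, all 25 °C. Reagent: methionine, ATP and bulk E. coli tRNA.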
# DNMT1 inh: DNMT1 (human) enzyme inhibition | P26358 | DNMT1 molecular beacon, Hinp1I cleavage, fluorescence | inhibition (reported as % activation of signal), % at 10 µM | 0.83% of 360,000 active; in the data active = inhibition above about 50%
# MsrA inhibitor: bovine MsrA inhibition | purified bovine MsrA, absorbance read-out | inhibition, % at 15.5 µM | 0.75% of 360,000 active | AID 651718; in the data active = inhibition above about 4.5%;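 note: 0% = vehicle wells with enzyme and 100% = reference inhibitor wells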
# bovine MsrA act: bovine methionine sulfoxide reductase A activation; purified bovine MsrA, absorbance read-out; activation, % at 10.6 µM; 0.3% of 360,000 active; in the data active = activation above about 7.5%;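 note: 0% = vehicle and 100% = reference activator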
# LMPTP block: LMPTP (human) inhibition | P24666 | inhibition, % at 20 µM | 0.22% of 360,000 active | recombinant LMPTP-A, OMFP fluorogenic substrate, fluorescence intensity | AID 651560;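 active = compounds that cut the enzyme signal by at least half of the control window in the single-dose screen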;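 note: plate controls were DMSO wells with enzyme plus substrate for no effect and substrate without enzyme for full effect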
# Target sequence (P24666 whole entry, looked up): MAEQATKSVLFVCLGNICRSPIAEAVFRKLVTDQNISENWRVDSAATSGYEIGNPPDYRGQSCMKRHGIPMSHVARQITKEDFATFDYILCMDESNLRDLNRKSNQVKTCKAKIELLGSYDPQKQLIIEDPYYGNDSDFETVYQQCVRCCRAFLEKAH
#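 material = LMPTP-A | quantity = 0.625 nM enzyme | reagent = OMFP substrate, 400 µM final | buffer or medium = Bis-Tris pH 6.0, DTT, detergent | detection = endpoint fluorescence intensity from OMFP dephosphorylation | dosing = single 20 µM dose | read-out basis = % inhibition relative to no-enzyme and uninhibited control wells | control set = no-enzyme and uninhibited controls | timing = 50 min at room temperature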
# * = called active by the depositor; . = not tested or not shown.
SMILES,SUMO1-SIM PPI,NRP1-CendR mod,E coli Lon inh,Scp1 inh,STEP block,Tb MetRS inh,DNMT1 inh,MsrA inhibitor,bovine MsrA act,LMPTP block
C=CC(COCc1ccccc1)N([C@@H](Cc1ccccc1)C(=O)OC)S(=O)(=O)c1ccccc1Br (some centres undefined),3,-9,2,-8,-1,0.0,5,0.4,-7,1.8
COc1ccc(CN(C)C(=O)c2ccc(NS(=O)(=O)c3ccc4[nH]c(=O)[nH]c4c3)cc2)c(OC)c1OC,6,1,-3,-3,-2,-0.4,-4,2.0,-1,0.0
Cc1noc(NS(=O)(=O)c2ccc(NC(=O)C34CC5CC(C3)CC(n3cnc(Br)n3)(C5)C4)cc2)c1C,4,4,-4,0,-1,-1.2,4,-0.5,-7,-2.2
CCCOc1ccc(/C(O)=C2/C(=O)C(=O)N(CCCn3ccnc3)C2c2ccco2)cc1 (centres undefined),-5,2,-1,-8,-1,-0.7,-1,2.0,-11,-3.6
COc1cc(-c2noc(CCCC(=O)NC3CCCCC3)n2)cc(OC)c1OC,-2,-6,-4,-6,-2,-1.5,-1,-0.5,-11,-0.8
Cc1ccc2nc(C)c(C(=O)NN=C3CCN(C)CC3)n2c1,5,-6,-2,-4,1,-0.4,-2,0.5,-2,-5.9
CCC1=[N+](CC(=O)c2ccc(C)cc2)CCn2cccc21,-13,-8,-119,12,-1,0.0,-9,0.9,-1,0.6
COc1ccc(S(=O)(=O)N2CCC3(CC2)OCCO3)cc1,0,22,-2,-5,-1,-0.2,-1,1.1,-3,0.8
CCOC(=O)c1ccc(Nc2nnc(C)c3ccccc23)cc1,12,-5,-7,-4,-3,-0.1,-2,3.4,1,-0.6
Cc1nn(C)cc1/C=N/NC(=O)c1sc2ccccc2c1Cl,-8,-9,-5,-4,0,0.0,-1,3.6,-4,1.0
Cn1c(SCC(=O)N2CCN(Cc3ccccc3)CC2)nnc1-c1ccncc1,-1,-3,-3,-2,1,0.4,-2,-1.7,-4,-0.2
CN1CCN(CCCCOc2cccc3ccccc23)CC1,-3,-5,-2,-9,-3,-0.2,-3,0.1,-5,-6.7
[O-][N+](=Cc1ccccc1)CC1(O)CCCCC1,-3,-12,0,.,-5,0.0,2,-1.6,-2,0.0
CC12CC(NC(=O)N1c1cccc(C(=O)NCc3ccc4c(c3)OCO4)c1)c1cc(Cl)ccc1O2 (centres undefined),1,6,-3,0,3,0.2,-6,-0.5,0,0.8
CC(=O)c1cccc(NS(=O)(=O)c2c(C)noc2C)c1,-2,-4,6,-3,1,-0.5,2,-0.5,-3,-0.4
COc1ccc(S(=O)(=O)N2CCOCC2)cc1C(C)C,3,0,-6,-11,17,-0.2,3,0.7,-4,-1.4
Cn1ccnc1SCC(=O)Nc1ccc2c(c1)OCO2,2,6,0,-3,-2,-0.9,-4,-0.9,-6,-3.8
Cc1cccc(-n2ncc3c(NCc4ccccc4)ncnc32)c1,-2,1,-2,7,-3,0.6,3,2.9,-2,1.8
C=CCNC(=O)CN1C2CCCC1CC(NC(=O)c1ccccc1C)C2 (centres undefined),1,-2,-1,-3,-3,-0.8,1,-1.2,-4,0.4
O=C(O)c1cc(-c2ccc(Cl)cc2)n(-c2ccc(Cl)cc2)n1,7,4,-6,-3,9,1.1,4,-2.1,-1,0.1

# Among those listed so far, 2 contain an aryl thioether with sulfur outside any ring:
SMILES,SUMO1-SIM PPI,NRP1-CendR mod,E coli Lon inh,Scp1 inh,STEP block,Tb MetRS inh,DNMT1 inh,MsrA inhibitor,bovine MsrA act,LMPTP block
Cn1c(SCC(=O)N2CCN(Cc3ccccc3)CC2)nnc1-c1ccncc1,-1,-3,-3,-2,1,0.4,-2,-1.7,-4,-0.2
Cn1ccnc1SCC(=O)Nc1ccc2c(c1)OCO2,2,6,0,-3,-2,-0.9,-4,-0.9,-6,-3.8

# Going on with the list:
SMILES,SUMO1-SIM PPI,NRP1-CendR mod,E coli Lon inh,Scp1 inh,STEP block,Tb MetRS inh,DNMT1 inh,MsrA inhibitor,bovine MsrA act,LMPTP block
CC(=O)c1ccc(NC(=O)c2cc(CC(C)C)on2)cc1,2,9,-21,0,0,-0.2,4,0.5,2,-0.2
CCS(=O)(=O)c1nc(S(=O)(=O)c2ccc(C)cc2)c(N2CCCC(C)C2)s1 (centres undefined),5,16,-5,-11,2,0.8,11,0.5,-2,0.8
C[C@H](CO)N1C[C@H](C)[C@@H](CN(C)S(=O)(=O)c2cccc(C#N)c2)OCc2cn(nn2)CCCC1=O,-2,5,-6,.,-3,-1.3,8,1.6,-3,-1.2
O=C(Nc1ccncc1)c1ccc(Cl)c([N+](=O)[O-])c1,-19,14,-7,-10,0,1.8,6,0.3,0,21
CC1CCCCN1C(=O)CNCC1CCCO1 (centres undefined),5,5,-1,-6,4,-0.3,1,0.1,-5,-0.7
CCn1cnc2sc(C(=O)Nc3ccc4c(c3)OCO4)c(C)c2c1=O,-5,17,4,4,1,0.4,-1,1.9,-1,-1.9
CC1=C(C(=O)Nc2ccccc2C(=O)N2CCN(c3ccccc3)CC2)SCCO1,-2,-6,1,.,-1,-0.4,-1,1.0,-4,-2.8
Oc1ccc(/C=N/n2c(C3CCCCC3)n[nH]c2=S)c(O)c1,-1,2,-5,9,-2,-1.2,1,2.5,-11,0.0
CCN(CC)S(=O)(=O)c1ccc(N/N=C/c2cccnc2)nc1,-5,1,5,-4,2,0.7,0,5.8*,-5,1.3
Cc1cccc(-c2nnnn2-c2cccc(C)c2)c1,-4,16,3,-3,2,-1.0,-2,0.7,-4,0.0
CCOc1ccc(/C=N/Nc2nc(C)cs2)c(O)c1,-5,0,2,4,-1,0.8,-34,2.7,-3,-0.5
CN(CCc1ccccc1)C(=O)c1ccc(NC(=O)Cc2cccc(NC(=O)C3CCN(C(=O)C4CCC4)CC3)c2)cc1,2,-1,2,-8,-2,0.7,-9,1.7,1,-0.7
CCc1ccc2oc(=O)cc(CN3CCCCC3C)c2c1 (centres undefined),-2,-1,-6,0,0,1.1,-1,-0.2,0,-0.6
O=C(c1ccncc1)N1CCN(S(=O)(=O)c2ccccc2F)CC1,8,2,8,-15,-1,-0.3,2,-0.5,-2,-0.8
COc1cccc(CNC(=O)c2cc(=O)[nH]c3ccc(S(=O)(=O)N4CCOCC4)cc23)c1,-3,8,-6,-3,1,-0.4,4,-1.2,-2,-0.5
CNC(=S)N1CCc2sccc2C1C (centres undefined),1,6,-4,-7,1,-0.6,-2,0.3,-3,-0.5
N#CCSc1nnc(C2CCCCC2)n1Cc1ccccc1,0,0,-17,-4,5,-0.4,2,-0.2,-1,-1.0
CN(c1ccccc1C(=O)Nc1ccc(F)c(Cl)c1)S(C)(=O)=O,-2,21,-2,-9,-3,0.3,0,-0.5,-4,0.6
O=[N+]([O-])c1ccc(NNS(=O)(=O)c2cc(Cl)ccc2Cl)nc1,-24,1,-15,-5,-4,0.0,-2,0.6,-1,-0.1
CCOC(=O)C1=C(C)N(C)C(C)=C(C(=O)OCC)C1c1ccncc1,-2,4,-3,-8,-3,-1.2,-1,0.7,-8,-1.0
O=C(CCC(=O)CCN1CCCCC1)CCN1CCCCC1,-2,9,-5,0,1,-0.9,-26,0.1,-11,0.3
O=C(NCCN1CCOCC1)c1ccc(F)cc1,0,0,3,-7,2,-0.2,2,0.5,-5,-1.7
CCCSc1nc(N)c(C#N)c(-c2ccc(C)cc2)c1C#N,-5,2,-12,-5,0,-0.9,1,-1.4,-3,-2.5
CCN1C(=O)[C@H]2[C@@H](c3ccc(-c4ccc(OC)cc4)cc3)N3CCC[C@@]3(C(=O)OC)[C@H]2C1=O,4,-5,-4,-4,2,-0.3,-13,1.6,-2,1.9
O=C1c2ccsc2SCCN1Cc1cccc(F)c1,-3,-7,-7,-15,-1,-0.9,-1,0.4,-2,0.1
CCCN(C(=O)COC(=O)c1[nH]c(C)c(C(=O)OC)c1C)c1c(N)n(Cc2ccccc2)c(=O)[nH]c1=O,2,-20,-26,-1,0,0.2,-4,-1.4,0,0.2
CCCCn1c(SCC(=O)Nc2cc(C)on2)nc2ccsc2c1=O,-10,7,-3,-3,17,-0.8,4,-0.8,-4,-0.1
CCn1cc(CNC(=O)CC2C(=O)NCCN2CC(c2ccccc2)c2ccccc2)cn1 (centres undefined),-1,4,-1,-7,-3,-0.6,-8,1.1,-5,-0.6
COc1ccc(OC)c(C(=O)CSc2nnnn2C)c1,-2,-10,-8,-12,-1,-0.4,4,0.2,-1,-1.3
Cc1cccc[n+]1CCCCCCCCCC[n+]1ccccc1C,2,18,-7,2,0,-1.2,1,0.8,-3,-0.5
O=C(N/N=C/c1ccc([N+](=O)[O-])o1)c1cc(-c2ccc(-c3ccccc3)cc2)nc2ccccc12,2,-18,-3,33,-1,0.0,79*,1.1,0,1.6
Cn1c(C(=O)OC(C(=O)NCC2CCCO2)c2cccnc2)cc2sccc21 (centres undefined),-6,1,-4,57*,0,-0.8,2,0.6,-8,1.8
O=C(CCC(=O)Nc1cccc(Cl)c1)N/N=C/c1cc([N+](=O)[O-])ccc1O,-3,-6,-2,3,2,0.9,-1,1.6,-2,0.1
N#C/C(=C\c1c(Cl)cccc1Cl)c1nc2ccccc2[nH]1,-9,-8,-9,1,-1,-0.3,0,1.9,-3,1.3
COc1cc([N+](=O)[O-])ccc1NC(=S)NNC(=O)CCC(=O)Nc1ccccc1Cl,-27,4,9,-5,-3,-0.2,0,0.8,-3,-0.3
CCS(=O)(=O)NCCc1cc2ccc(C)cc2[nH]c1=O,0,16,-3,1,-7,-0.9,3,.,-3,-0.8
CCOC(=O)C1(C)CCN1C(=O)c1ccccc1OC(F)(F)F (centres undefined),-2,-2,1,.,-1,0.5,6,2.0,-2,1.1
COc1cc(C(=O)N2CCN(c3cccc(C(F)(F)F)c3)CC2)ccc1OCC(=O)N1CCOCC1,4,4,-2,-8,-2,-0.2,-5,-1.3,0,-1.0
CCc1cc(=O)oc2cc(OCC(=O)OC)c(Cl)cc12,2,-14,-10,-6,11,-0.3,-3,1.5,-2,0.6
Cc1csc(NC(C)c2nc3cc(Cl)c(Cl)cc3n2CCCO)n1 (centres undefined),2,-1,-12,-6,1,0.1,-2,-0.8,-7,1.4
Cc1cccc(C)c1NC(=O)CN(C)C(=O)c1cccc(S(=O)(=O)N2CCN(C)CC2)c1,3,-9,-4,-5,-1,-0.2,-2,0.8,-3,-1.5
CCNC(=S)NNC(=O)c1ccncc1,2,3,-6,-9,1,0.1,0,0.5,-2,-3.7

# Assay outcomes (PubChem BioAssay)

# Random draw from the library; any-hit rate near 4.3%.
